CFTR F508del cor – F508del CFTR correction, initial screen, CFBE line, single point; CFBE cells, YFP halide quenching; stimulated with forskolin plus potentiator P3; % fluorescence drop versus neutral controls; 350,000 compounds, 0.36% hits; activity (quench increase), % at 7.58 µM;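 active = mean added fluorescence quench of at least 8% versus neutral control, with both replicates also reaching 8%; inconclusive = only one of the mean or replicate conditions met; inactive = mean below 8% and not both replicates reaching 8%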;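 also: cells transiently co-express mutant CFTR-F508del with the halide-sensitive YFP; corrector assay measuring rescue of mutant channel to the surface after 24 h compound exposure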
INS-1E GSIS act – GLuc luminescence reporter in INS-1E cells, primary screen for activators of glucose-dependent secretion of insulin; INS-1E GLuc reporter insulin secretion, 2-3 h; activation, % at 16.6 µM; 370,000 compounds, 0.61% hits; AID 743287, 2014;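 active = lowest replicate activation of at least 40%, so every replicate reaches that level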;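 also: 0% = median of neutral control wells and 100% = median of IBMX positive control wells; some compounds called inactive have numbers as strong as hits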
DENV2 CPE rescue – inhibitors of DENV2 cytopathic effect, primary screen, cell-based, plate reader, single concentration; DENV2-infected cells, cytopathic effect rescue; CPE inhibition, % at 9.99 µM; 350,000 compounds, 1.7% hits; AID 651640, 2012; in the data active = CPE inhibition above about 20%, passing the limit was not always enough; inconclusive = no clear call, values can overlap the other calls; tested in BHK-21 cells;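 also: 0% = median of neutral control wells and 100% = median of positive control wells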
E-sel inducer – E-selectin induction in HUVECs, primary screen, imaging, HUVEC, immunofluorescence imaging, single point | AID 686992, 2013 | 260,000 compounds, 0.37% hits | activation, % at 7.58 µM | normalized: neutral wells 0, TNF-alpha wells 100;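 active = mean E-selectin-positive cell signal at least 10% of the positive control, reached in at least 60% of replicates, without over 20% cell loss; inconclusive = no rule given, readout overlaps actives, possibly toxicity-flagged; inactive = the rest, including those meeting only one limit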;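 also: in these data hits start at about 27%; measured in HUVEC primary endothelial cells; signal is the percent of cells scored E-selectin positive by PE staining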
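Assay system: HUVEC primary endothelial cells. Input: 3,000 HUVEC seeded per well. Doses: one compound dose added by pin transfer. Read-out basis: % PE-positive cells. Benchmarks: TNF-alpha high, DMSO low. Detection: immunofluorescence imaging. Buffer or medium: EGM-2, gelatin.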
RAD54 branch – inhibitors of human RAD54 branch migration, primary screen, biochemical, fluorescence, single point | inhibition, % at 10.4 µM | 360,000 compounds, 0.14% hits | RAD54 Holliday junction branch migration, FAM/BHQ fluorescence;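 active = mean normalized replicate activity at least 40 and at least half of replicates scoring 40 or more; inconclusive = only one of the two criteria met; inactive = mean below 40 and under half of replicates reaching 40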;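 also: 0% = median of neutral control wells and 100% = median of positive control wells; inhibitors cause a drop in the FAM fluorescence signal; in these data hits start at about 50%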
CASP6 VEID inh – human caspase-6 inhibitors, primary screen, biochemical, VEID-R110 fluorescence, single point, set 2 | P55212 | 350,000 compounds, 0.53% hits | AID 686996, 2013 | inhibition, % at 12.5 µM | purified caspase-6, Z-VEID-R110 cleavage fluorescence;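 active = mean inhibition across replicates at least about 35%, with every replicate also reaching that limit, limit read from the data; inconclusive = only one of the two criteria met; inactive = neither criterion met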;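 also: 0% = median of neutral control wells and 100% = no fluorescence left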
Target sequence (P55212 24-179 limits assumed): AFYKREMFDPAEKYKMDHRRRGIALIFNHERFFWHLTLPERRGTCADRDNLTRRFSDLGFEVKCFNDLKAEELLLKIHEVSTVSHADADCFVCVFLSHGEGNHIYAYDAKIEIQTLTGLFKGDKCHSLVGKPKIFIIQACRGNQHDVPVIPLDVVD
Target sequence (P55212 194-293 limits assumed): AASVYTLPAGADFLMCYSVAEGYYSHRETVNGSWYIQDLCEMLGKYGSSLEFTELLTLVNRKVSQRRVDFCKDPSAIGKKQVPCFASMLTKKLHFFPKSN
Xi reactivation – activators of inactive X chromosome reactivation, primary screen, imaging, XiGFP fibroblasts, GFP high-content imaging, set 2 | AID 743238, 2013 | 360,000 compounds, 0.055% hits | activation, % at 7.58 µM | XiGFP mouse fibroblasts, % GFP-positive cells imaging, 3 d; cells co-treated with 5-aza-dC sensitizer; scaled so ellipticine positive control = 100%;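 active = mean normalized replicate activation at least 10% and every replicate at or above 10%; inconclusive = only one of the two criteria met; inactive = mean below 10% and not all replicates reach 10%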;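 also: 0% = median of on-plate neutral control wells and 100% = ellipticine 6 µM median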
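Material: SV40-immortalized XiGFP fibroblast cells, line 68-5-11 | Buffer or medium: DMEM containing 5-aza-dC | Dosing: One concentration, pinned | Times: 3 d treatment, 15 min room-temperature fixation | Controls: Ellipticine 6 µM positive control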
RAD52 inh – RAD52 DNA annealing inhibitors, primary screen, biochemical, FRET, single point, set 2 | DNA repair protein RAD52 homolog (Homo sapiens), P43351 | recombinant RAD52 DNA annealing, FRET fluorescence | inhibition, % at 18.7 µM | AID 651710, 2012 | 360,000 compounds, 0.46% hits;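 active = every replicate showing at least 50% inhibition; inconclusive = mean inhibition at least 50% but not in every replicate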
Target sequence (P43351 whole entry, looked up): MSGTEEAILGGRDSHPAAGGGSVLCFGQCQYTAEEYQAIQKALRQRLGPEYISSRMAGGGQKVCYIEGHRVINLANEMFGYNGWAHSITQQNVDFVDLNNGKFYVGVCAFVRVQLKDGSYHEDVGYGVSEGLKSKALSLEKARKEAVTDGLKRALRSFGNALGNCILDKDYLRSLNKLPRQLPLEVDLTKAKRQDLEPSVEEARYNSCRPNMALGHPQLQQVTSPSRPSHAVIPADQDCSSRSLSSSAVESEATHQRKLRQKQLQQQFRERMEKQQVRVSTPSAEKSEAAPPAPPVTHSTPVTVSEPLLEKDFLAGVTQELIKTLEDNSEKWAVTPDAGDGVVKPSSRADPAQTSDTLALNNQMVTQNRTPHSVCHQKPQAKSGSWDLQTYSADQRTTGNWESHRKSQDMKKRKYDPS
* = called active by the depositor; u = inconclusive; x = no result given.

SMILES	CFTR F508del cor	INS-1E GSIS act	DENV2 CPE rescue	E-sel inducer	RAD54 branch	CASP6 VEID inh	Xi reactivation	RAD52 inh
COc1ccc(C(=O)NNC(=O)CNC(=O)C2CCCCC2)cc1	-1.3	x	-4.3	0.0	-3.8	-2.0	0.0	-5.5
NC(CO)c1cn([C@@H](CCC(=O)O)C(=O)N2CCNCC2)nn1 (some centres undefined)	-0.5	-4.4	4.3	-0.1	-3.6	-16.5	0.0	0.6
C(=N\N=C\c1ccncc1)/c1ccncc1	-1.2	22.5	-3.1	-0.1	1.5	0.0	0.3	-0.9
CCOC(=O)c1ccccc1NC(=O)c1ccc2nccnc2c1	2.1	x	-2.4	-0.7	x	-1.1	0.5	-3.8
CCCCn1c(N)c(N(CCOC)C(=O)CSc2nnc(C)n2-c2ccc(OC)cc2)c(=O)[nH]c1=O	-2.6	5.4	9.0	x	x	0.9	0.2	-19.6
CC(=O)c1ccc(NC(=O)Cn2c3ccccc3c3nc(=O)cc(C)n32)cc1	-1.3	6.4	-2.4	8.8	7.9	-1.2	0.1	-7.3
COCCCN(CC(=O)Nc1ccc(F)cc1)S(=O)(=O)c1cccs1	-0.3	-2.2	-6.5	0.1	2.6	-0.1	-0.1	-3.8
CC(C)(O)C#Cc1ccc(CN2CCC(CO)(CCc3ccccc3)CC2)cc1	-1.7	-6.1	-9.2	0.5	-5.9	1.8	0.0	-8.1
CC(C)C(=O)Nc1ccc2c(c1)C(=O)N(C)[C@H]1CC[C@@H](CC(=O)NCc3cccc(F)c3)O[C@@H]1CO2	-0.2	5.2	u	0.0	-2.7	x	0.3	x
COc1ccc(NC(=O)CCS(=O)(=O)c2ccc3c(c2)oc(=O)n3C)cc1	-1.0	5.5	-4.8	x	-1.7	7.0	0.2	-12.0
COC(=O)c1c(O)cc(=O)n2c1CCCCC2	2.3	-5.0	0.5	3.5	x	9.9	-0.1	-12.5
O=C(Nc1ccc(N2CCN(C(=O)c3ccccc3F)CC2)cc1)c1ncn[nH]1	-0.2	2.8	3.8	x	x	-1.0	0.3	-10.9
O=C(NC(=S)Nc1ccc(N2CCOCC2)cc1)c1cccc(Cl)c1	x	3.8	-6.2	-0.7	x	-1.3	0.0	-14.7
CC(C)NC(=O)N(C)C[C@H]1Oc2ccc(NC(=O)Cn3cnnn3)cc2C(=O)N([C@@H](C)CO)C[C@@H]1C	2.7	18.0	x	-6.1	x	x	-0.1	x
O=C(CC(F)(F)F)N1C[C@@H]2[C@H](c3ccccc31)[C@H](CO)N2C(=O)C1CCOCC1	-0.9	14.1	-12.8	-0.4	-6.8	-3.0	0.3	0.0
Cc1noc(C)c1S(=O)(=O)Nc1ccccc1Oc1ccccc1	0.9	-35.4	7.7	x	x	-0.5	0.1	-6.3
CC(=O)C[C@@H](O)CC(=O)[C@H]1OC(=O)CCCCCCCCc2ccccc21	0.5	-18.2	-1.8	0.0	-1.5	1.2	-0.1	-19.6
Cc1c(C(=O)O)oc2c1/C(=N\O)CCC2	x	-5.6	-1.7	-0.2	x	-0.4	0.0	-12.7
NS(=O)(=O)c1ccc(CCNC(=O)c2cccc(S(=O)(=O)N3CCCC3)c2)cc1	1.0	11.1	6.3	x	-5.0	4.2	0.0	-20.8
CC(=O)c1ccc(CC2SC(N)=NC2=O)cc1 (centres undefined)	0.4	-0.6	5.2	0.2	3.6	-0.9	0.4	-27.7

Exported in CSV form: part of the list above.
mol,CFTR F508del cor,INS-1E GSIS act,DENV2 CPE rescue,E-sel inducer,RAD54 branch,CASP6 VEID inh,Xi reactivation,RAD52 inh
CC(=O)c1ccc(CC2SC(N)=NC2=O)cc1 (centres undefined),0.4,-0.6,5.2,0.2,3.6,-0.9,0.4,-27.7
COc1ccc(C(=O)NNC(=O)CNC(=O)C2CCCCC2)cc1,-1.3,x,-4.3,0.0,-3.8,-2.0,0.0,-5.5

Additional structures
SMILES	CFTR F508del cor	INS-1E GSIS act	DENV2 CPE rescue	E-sel inducer	RAD54 branch	CASP6 VEID inh	Xi reactivation	RAD52 inh
Cn1cc(-c2ccccc2C(=O)O)c(=O)c2cc(Cl)ccc21	0.3	9.2	2.1	x	0.0	-5.6	0.1	5.9
O=C(NS(=O)(=O)Nc1ccccn1)c1c[nH]c2ccccc12	0.7	10.7	4.7	1.2	8.5	4.6	0.0	-12.5
C[C@H](CO)N1C[C@H](C)[C@H](CN(C)S(=O)(=O)c2ccccc2)Oc2ccc(NC(=O)Cc3cn(C)c4ccccc34)cc2CC1=O	0.2	-1.4	10.5	0.0	2.0	-1.5	0.0	-16.5
CCOC(=O)CC1COCCN1C(=O)c1cc(COc2ccc(F)c(F)c2)on1 (centres undefined)	1.1	-12.4	-2.8	x	x	3.3	0.1	-9.1
Cc1ccc(CN2CCN(Cc3cnc(N4CCOCC4)s3)CC2CCO)cc1 (centres undefined)	0.6	13.5	3.3	0.0	x	0.9	0.1	-3.0
COc1cccc(NC(=O)COC(=O)CCSc2ccccc2)c1	-2.2	1.4	-0.3	-0.1	3.5	2.4	0.0	-1.9
COc1ccc(OC)c(C(C)NC=O)c1 (centres undefined)	1.3	17.3	-10.7	x	-9.1	3.6	x	-10.4
O=C(Cc1ccc(Cl)cc1Cl)Nc1cccc(S(=O)(=O)Nc2ccccc2F)c1	0.0	x	17.9	3.4	-3.3	1.4	0.0	-3.0
O=C(CCCn1c(=S)[nH]c2ccsc2c1=O)Nc1ccc2c(c1)OCO2	1.2	0.6	1.8	4.9	3.7	0.7	0.0	-13.0
COc1ccc(CNC(=O)C[C@H]2C[C@@H]3c4cc(N(C)C)ccc4O[C@@H]3[C@@H](CO)O2)cc1	-1.9	-2.7	0.9	0.0	x	1.0	0.0	-14.1
O=C(Nc1ccccc1O)c1cc2cc(Br)ccc2oc1=O	-1.9	3.2	-1.9	-0.1	-2.6	-1.4	0.0	-0.8
Cc1cnn(C(=O)c2ccccc2Br)c1	-3.0	7.7	-3.7	x	x	20.2	x	6.3
C[C@@H]1CN([C@@H](C)CO)C(=O)c2cc(C#CCc3ccccc3)cnc2O[C@H]1CN(C)Cc1cccc(F)c1	-0.1	-33.7	4.5	-0.1	-2.2	-2.6	1.2	32.8
Cc1cccc(N(C)C(=O)c2cnn(-c3ccccc3)c2C)c1	0.9	-5.6	-0.5	x	-4.6	-1.6	0.6	-12.8
Cc1[nH]c(=O)[nH]c(=O)c1S(=O)(=O)N1CCN(c2ccccc2)CC1	0.4	4.0	4.8	x	-1.2	0.4	0.0	-6.2
c1ccc(SCCN2CCN(c3ccccc3)CC2)cc1	0.0	-28.2	-4.6	4.7	-5.3	-7.3	0.1	9.8
O=C(Nc1cccc2ccccc12)c1ccc([N+](=O)[O-])o1	-11.9	-31.3	13.9	u	-8.6	11.7	0.1	-9.4
COc1ccc(C2c3c(ncn(CCCO)c3=N)Oc3ccc4ccccc4c32)cc1OC (centres undefined)	2.8	x	u	5.1	-15.5	1.3	0.2	-6.8
CCOC(=O)C1CCN(c2ncnc3c2c(-c2ccccc2)cn3-c2ccccc2)CC1	3.9	-28.0	-6.8	-2.4	-3.0	0.6	0.4	-3.1
O=C(Nc1ccccc1)N[C@@H]1CC[C@H](CCn2cc(C3(O)CCCC3)nn2)O[C@H]1CO	0.9	8.8	-11.3	-0.4	-2.4	-6.2	-0.6	-7.7

Sorted by formula weight (low to high): some entries from above
SMILES	CFTR F508del cor	INS-1E GSIS act	DENV2 CPE rescue	E-sel inducer	RAD54 branch	CASP6 VEID inh	Xi reactivation	RAD52 inh
COc1ccc(OC)c(C(C)NC=O)c1 (centres undefined)	1.3	17.3	-10.7	x	-9.1	3.6	x	-10.4
Cc1cnn(C(=O)c2ccccc2Br)c1	-3.0	7.7	-3.7	x	x	20.2	x	6.3
Cn1cc(-c2ccccc2C(=O)O)c(=O)c2cc(Cl)ccc21	0.3	9.2	2.1	x	0.0	-5.6	0.1	5.9
O=C(Nc1ccccc1O)c1cc2cc(Br)ccc2oc1=O	-1.9	3.2	-1.9	-0.1	-2.6	-1.4	0.0	-0.8
O=C(CCCn1c(=S)[nH]c2ccsc2c1=O)Nc1ccc2c(c1)OCO2	1.2	0.6	1.8	4.9	3.7	0.7	0.0	-13.0
CCOC(=O)C1CCN(c2ncnc3c2c(-c2ccccc2)cn3-c2ccccc2)CC1	3.9	-28.0	-6.8	-2.4	-3.0	0.6	0.4	-3.1
O=C(Nc1ccccc1)N[C@@H]1CC[C@H](CCn2cc(C3(O)CCCC3)nn2)O[C@H]1CO	0.9	8.8	-11.3	-0.4	-2.4	-6.2	-0.6	-7.7

(more compounds)
SMILES	CFTR F508del cor	INS-1E GSIS act	DENV2 CPE rescue	E-sel inducer	RAD54 branch	CASP6 VEID inh	Xi reactivation	RAD52 inh
C[C@@H]1CN([C@@H](C)CO)C(=O)c2c(c3ccccc3n2C)-c2ccccc2CO[C@@H]1CN(C)S(=O)(=O)c1cccc(F)c1	1.9	-7.5	-5.8	-0.3	-6.5	-0.9	-0.2	5.8
O=S(=O)(NCCc1ccccc1)c1ccc(S(=O)(=O)N2CCCCC2)cc1	0.6	-3.6	-8.0	x	0.6	-1.1	x	-18.3
CN1CCN(C(=O)/C(=C/c2cccnc2)NC(=O)c2cccc(Br)c2)CC1	0.6	-0.4	9.7	-0.3	-1.0	-6.2	0.1	-6.2
O=C(Nc1ccc(N2CCN(C(=O)c3ccco3)CC2)cc1)c1cccnc1Cl	x	9.9	1.1	x	x	2.6	0.3	10.3
COc1ccc(NS(=O)(=O)c2cccc(C(=O)O)c2)cc1S(=O)(=O)N1CCOCC1	-1.9	x	12.5	x	9.2	3.6	-0.1	-17.7
COCC(=O)N1CC[C@@H]2[C@@H](CO)N(C)c3ccc(-c4ccc(F)cc4)cc3[C@@H]21	-0.6	-20.5	x	u	17.4	x	0.3	x
CC(C)NC(=O)Nc1ccc2c(c1)CC(=O)N([C@@H](C)CO)C[C@@H](C)[C@@H](CN(C)C)O2	0.7	5.1	1.9	0.1	-7.5	-10.6	0.4	2.2
CCCC(=O)N1CC2(CCN(C(=O)Nc3cccc(F)c3)CC2)c2c(n(C)c3cc(OC)ccc23)[C@H]1CO	0.7	-22.3	5.6	0.1	x	x	0.4	x
CC(C)CN1C(=O)C(=O)N(CC(=O)N2c3ccccc3NC(=O)CC2C)C1=O (centres undefined)	-0.2	0.2	6.5	-0.1	2.9	4.4	0.0	3.9
O=C(Nc1ccc2c(c1)OCCO2)c1ccc(Cl)c(Cl)c1	-0.1	5.9	14.4	-2.2	0.1	-1.4	0.9	-4.7
Clc1ccc(-c2nc(Cc3ccccc3)no2)cc1	x	1.2	x	x	-11.8	-0.2	x	-9.8
COC(=O)[C@]1(Cc2ccccc2)N=C(c2ccc(OCCCO)cc2)O[C@@H]1c1ccccc1N=[N+]=[N-]	0.4	x	11.4	x	0.3	0.8	x	27.3

Assay outcomes from PubChem.
